NCI-60 one-dose screen, 48 h, at 10 µM unless noted. Numbers give growth in % (100 = growth as untreated, 0 = no growth, -100 = all killed).
BT-549: BT-549 breast cancer; 78,000 tested, 4.4% active
SK-MEL-28: SK-MEL-28 melanoma; 81,000 tested, 4.1% active
LOX IMVI: LOX IMVI melanoma | 79,000 tested, 7.4% active | AID 1794757
MDA-MB-435: MDA-MB-435 melanoma; 82,000 tested, 7.8% active
HS 578T: HS 578T breast cancer. 78,000 tested, 4.1% active
SK-MEL-2: SK-MEL-2 melanoma. AID 1794763. 77,000 tested, 4.7% active
T-47D: T-47D breast cancer; 79,000 tested, 5% active
SK-MEL-5: SK-MEL-5 melanoma. 80,000 tested, 6.4% active
* marks the source's active call; other numbers are inactive results; . = no result given; & = joins results of further samples; ! = a repeat was not active. Rule for the calls: active = growth percent below 10; inactive = the rest.

SMILES	BT-549	SK-MEL-28	LOX IMVI	MDA-MB-435	HS 578T	SK-MEL-2	T-47D	SK-MEL-5
O=C(O)c1c(Sc2ccc(F)cc2)c(=O)[nH]c2ccc(Cl)cc12	.	99.2	89.2	104.4	90.0	96.6	98.6	93.3
NCCS(=O)(=O)O	101.2	122.0	106.1	103.2	.	110.3	104.4	104.5
CC(C)(C)C1OC1(C)CO (centres undefined)	110.3	109.0	96.2	101.7	99.7	97.4	92.8	102.0
NS(=O)(=O)c1ccc(Nc2nc(O)c(/C=C3\C=Nc4ccccc43)s2)cc1	108.3	109.8	97.3	107.0	87.5	103.4	99.3	100.6
COc1ccc2c(c1)oc1c(C)c3c(c(C)c12)C(=O)N(O)C3=O	104.2	107.4	103.1	99.4	101.0	109.2	101.9	98.2
O=C(Nc1cc(Br)ccn1)c1cc2cc(Nc3nc(-c4ccccc4)nc4ccccc34)ccc2oc1=O	102.6	113.9	83.8	115.5	107.4	90.8	98.3	101.2
C#CCn1cccc1/C=C1\SC(=S)NC1=S	95.8	64.3	92.6	50.9	44.2	94.1	96.5	85.0
CC1CN(CCCN)C(C)CN1CCCN (centres undefined)	106.6	103.0	107.4	112.3	108.4	100.1	92.5	103.7
FC(F)(F)c1cc(-c2nnc3n2N=C(Cl)CS3)cc(C(F)(F)F)c1	88.4	134.2	77.1	.	105.1	123.1	84.5	98.9
CCOC(=O)C1C(=O)N(c2ccccc2CC)C(=O)C(C#N)=C1c1ccc(Cl)cc1 (centres undefined)	114.5	104.9	99.4	102.5	107.3	108.1	84.1	78.4
Cc1cccc(N2CCN(C(C)C(N)=O)CC2)c1 (centres undefined)	105.7	113.1	97.9	102.3	108.4	103.1	103.3	98.5
c1cncc(-c2nc(N3CCOCC3)c3c4c(sc3n2)CCCCCC4)c1	91.3	78.8	94.8	96.9	80.0	74.0	60.5	61.2
COc1ccc(-c2nn(-c3cccc(NC(=O)c4ccc5c(c4)OCCO5)c3)cc2-c2ccncc2)cc1Cl	34.2	38.3	29.9	-61.8*	1.4*	.	19.5	20.0
Cn1cc(-c2cc3nc(-c4cn(C)c5ncc(Br)cc45)cc(N)n3n2)c2cc(Cl)ccc21	-78.8*	-90.7*	-95.1*	-88.4*	-36.1*	-76.0*	-62.0*	-77.1*
CC(C)(CCO)c1ccccc1	103.2	114.3	100.5	100.9	108.7	118.7	108.9	101.9
Nc1nc(N[C@@H]2C[C@H](CO)[C@@H](O)[C@H]2O)nc(=O)[nH]1	104.5	.	94.0	104.9	102.2	105.4	103.4	103.1
CNc1c(C)cccc1C	115.0	115.6	96.8	100.8	106.9	121.9	101.5	109.9
COc1ccc(-c2nnc(CNc3ccc(F)cc3)o2)cc1OC	90.6	110.8	87.0	110.4	89.5	98.6	53.9	83.1
CCOC(=O)C1=C(C)Nc2nc3ccccc3n2C1c1cccs1 (centres undefined)	101.4	104.2	99.9	102.1	99.8	100.9	93.8	98.1
S=C(Nc1ccccc1)Nc1ccc(Nc2ncnc3sc4c(c23)CCOC4)cc1	88.8	104.7	74.1	86.2	.	.	56.6	93.7

6 entries picked at random from those above, as already listed:
SMILES	BT-549	SK-MEL-28	LOX IMVI	MDA-MB-435	HS 578T	SK-MEL-2	T-47D	SK-MEL-5
c1cncc(-c2nc(N3CCOCC3)c3c4c(sc3n2)CCCCCC4)c1	91.3	78.8	94.8	96.9	80.0	74.0	60.5	61.2
CC(C)(CCO)c1ccccc1	103.2	114.3	100.5	100.9	108.7	118.7	108.9	101.9
COc1ccc(-c2nn(-c3cccc(NC(=O)c4ccc5c(c4)OCCO5)c3)cc2-c2ccncc2)cc1Cl	34.2	38.3	29.9	-61.8*	1.4*	.	19.5	20.0
CNc1c(C)cccc1C	115.0	115.6	96.8	100.8	106.9	121.9	101.5	109.9
Nc1nc(N[C@@H]2C[C@H](CO)[C@@H](O)[C@H]2O)nc(=O)[nH]1	104.5	.	94.0	104.9	102.2	105.4	103.4	103.1
CCOC(=O)C1=C(C)Nc2nc3ccccc3n2C1c1cccs1 (centres undefined)	101.4	104.2	99.9	102.1	99.8	100.9	93.8	98.1

Next compounds.
SMILES	BT-549	SK-MEL-28	LOX IMVI	MDA-MB-435	HS 578T	SK-MEL-2	T-47D	SK-MEL-5
N=c1scc(-c2ccc(Cl)cc2)n1CC(=O)N1CCOCC1	95.5	97.1	97.9	84.6	104.9	107.4	69.7	96.5
Cc1ncc(C[n+]2csc(CCOC(=O)C(Cl)Cl)c2C)c(N)n1	108.4	109.3	98.3	102.3	105.7	103.8	105.5	106.0
Cc1ccc2c(c1)=C/C(=C\c1cc(-c3ccccc3)[nH]c1O)C(=O)N=2	29.9	60.8	35.8	-1.5*	41.9	3.3*	40.2	47.0
Cc1ccc2cc3c(N)c4c(C)ccc(C)c4nc3nc2c1	53.9	-80.6*	-53.8*	-70.3*	70.0	-33.2*	6.1*	11.8
CCCCC(CC)CNC(=O)/C=C/c1ccc(OC)cc1 (centres undefined)	.	101.8	98.2	98.4	107.4	118.2	102.7	93.9
C#CCNN1C(=Nc2ccccc2)NC(=O)/C1=C\c1ccc(OC)cc1	102.2	102.0	98.7	104.2	103.8	109.4	108.2	103.3
Nc1nc(SCc2ccccc2)c2ncn(C3CCCCC3)c2n1	83.9	114.6	100.3	104.5	117.4	97.8	67.3	63.1
CCOC(=O)c1c(N)sc(-c2nc3ccccc3s2)c1C	103.2	112.3	92.5	106.1	98.0	104.3	66.5	95.2
COc1ccc(O)c(/C(=C/C(=O)O)c2nc(-c3ccccc3)c(-c3ccccc3)[nH]2)c1	100.3	106.6	71.8	96.7	82.5	81.9	56.5	95.9
CCCC(CCC)NCC(C)O (centres undefined)	112.4	114.9	111.3	110.8	115.3	113.9	102.2	107.7
NCCCCn1c(SCCc2c[nH]c3ccccc23)nnc1-c1ccc2ccccc2n1	54.5	-97.4*	-95.6*	-75.0*	-25.4*	-73.5*	-63.4*	-99.4*
CC(=O)Nc1ccc2c(c1)Cc1c-2cc(Br)c(N)c1Br	83.2	111.6	92.9	79.9	95.7	94.3	89.3	101.8
Clc1ccc(Cl)c(Nc2nc3ccccc3s2)c1	127.0	123.2	94.9	108.8	106.2	119.2	93.9	102.2
NC(=O)c1cc(Sc2ccccc2)nc2ccccc12	95.4	110.6	93.4	105.3	93.1	121.5	94.8	99.1
O=C(NCc1ccco1)C1CCN(S(=O)(=O)c2ccc(Br)cc2)CC1	106.2	100.3	80.3	92.3	88.7	94.7	81.4	72.0
COC(=O)[C@H]1CCCN1C(=O)[C@H]1CCCN1C(=O)[C@H](Cc1c[nH]c2ccccc12)NC(=S)Nc1cc(C(F)(F)F)cc(C(F)(F)F)c1	97.4	54.8	34.5	45.4	44.8	94.9	56.5	.
O=C(O)c1ccc(NC(=O)C(Cl)Cl)cc1O	116.4	104.1	45.8	106.3	107.9	113.8	104.2	101.2
N#C/C(=C\c1cccc(Br)c1)C(=O)c1ccccc1	105.0	108.4	95.7	102.8	109.0	110.6	106.4	99.6
COc1ccc(/C=C(/C(=O)N2CCCCC2)c2cc(OC)c(OC)c(OC)c2)cc1	53.6	54.1	36.5	-51.3*	20.9	28.5	45.8	26.8
CCOC(=O)C(Cc1ccccc1)n1c(O)c(C=N)sc1=S (centres undefined)	86.2	104.1	87.5	98.9	94.8	77.9	48.0	79.4
COc1cc2c(c(OC)c1OC)C(=O)CC(c1cccc(NC(=O)c3cccc(N)c3)c1)O2 (centres undefined)	63.8	100.3	.	77.4	90.3	85.2	35.5	61.9
NC(=S)NN=C1CCCC1	107.3	100.7	88.6	103.0	95.5	104.4	40.8	97.8
O=C(NCc1ccccc1)C(F)(F)F	131.2	113.1	100.3	108.3	102.8	109.9	114.4	99.4
CCOc1ccc(NC(=O)CSc2nn3c(=O)c(C(C)(C)C)nnc3s2)cc1	113.1	109.8	101.9	101.7	112.7	98.7	99.3	100.7
CC(=O)c1c[nH]c2ccccc12	103.9	103.1	102.3	97.5	104.2	161.2	97.6	102.6
CC1(C)S[C@@H]2[C@H](NC(=O)COc3ccccc3)C(=O)N2[C@H]1C(=O)O	96.6	111.5	95.4	104.3	120.0	102.0	107.7	100.0
CN(C)CCNc1cccc2sc3ccc(O)cc3c(=O)c12	65.8	69.2	18.3	29.3	69.4	64.0	64.4	44.0
Nc1nc(C(=O)NNC(=O)Nc2ccc(Cl)cc2)nn1-c1ccc(S(N)(=O)=O)cc1	116.7	114.4	98.3	102.9	97.6	105.5	106.4	104.0
c1nc(N2CCCCC2)c2cc[nH]c2n1	90.4	110.3	92.0	100.5	79.0	101.3	111.5	101.1
CSc1nc(Nc2cccc(NC(=O)CC#N)c2)c(C#N)c(-c2cccc([N+](=O)[O-])c2)n1	94.1	104.6	95.9	96.1	96.3	111.8	80.0	90.3

A different layout for part of the listing above.
> NC(=O)c1cc(Sc2ccccc2)nc2ccccc12
  BT-549 = 95.4
  SK-MEL-28 = 110.6
  LOX IMVI = 93.4
  MDA-MB-435 = 105.3
  HS 578T = 93.1
  SK-MEL-2 = 121.5
  T-47D = 94.8
  SK-MEL-5 = 99.1

> O=C(NCc1ccco1)C1CCN(S(=O)(=O)c2ccc(Br)cc2)CC1
  BT-549 = 106.2
  SK-MEL-28 = 100.3
  LOX IMVI = 80.3
  MDA-MB-435 = 92.3
  HS 578T = 88.7
  SK-MEL-2 = 94.7
  T-47D = 81.4
  SK-MEL-5 = 72.0

> COC(=O)[C@H]1CCCN1C(=O)[C@H]1CCCN1C(=O)[C@H](Cc1c[nH]c2ccccc12)NC(=S)Nc1cc(C(F)(F)F)cc(C(F)(F)F)c1
  BT-549 = 97.4
  SK-MEL-28 = 54.8
  LOX IMVI = 34.5
  MDA-MB-435 = 45.4
  HS 578T = 44.8
  SK-MEL-2 = 94.9
  T-47D = 56.5
  SK-MEL-5 = .

(further entries)
SMILES	BT-549	SK-MEL-28	LOX IMVI	MDA-MB-435	HS 578T	SK-MEL-2	T-47D	SK-MEL-5
N=c1sccn1/N=C/c1cccnc1	92.0	100.2	100.2	108.9	107.1	.	89.6	97.8
O=C(O)C(Cc1ccccc1)N1C(=O)CSC1=S (centres undefined)	68.1	100.9	98.3	100.1	100.3	102.2	97.7	97.7
Clc1ccc(N/N=C(\c2ccccc2)c2ccccn2)nc1	16.7	25.4	-1.0*	26.6	34.1	36.4	.	-36.0*
COc1ccc(/C=C2\SC(=S)N(CCc3ccc(O)cc3)C2=O)cc1	97.6	104.2	87.4	100.1	101.4	105.9	70.1	96.9
Cc1cccc(/C=C(\C#N)C(=O)c2ccccc2)c1	104.2	112.2	95.4	106.5	94.7	109.1	99.6	99.6
Cc1c(-c2ccc3c(c2)OCCO3)cccc1-c1nnc([C@H](N)CO)o1	104.9	94.2	97.1	103.1	103.4	111.3	103.9	104.4
CC(=N\OCCC#N)/C(C)=N/OCCC#N	109.5	115.7	104.3	120.7	96.0	116.7	.	94.9
COc1ccc(CN2[C@H](C)[C@H](O)[C@H](O)[C@H](C(C)C)N(Cc3ccccc3)S2(=O)=O)cc1	98.9	.	97.0	112.0	104.1	104.1	105.0	106.7
O=C1NCCCN1	102.3	106.0	104.0	114.0	137.1	116.8	103.3	108.1
Clc1ccccc1CNc1c2ccccc2nc2ccccc12	38.1	50.5	4.8*	27.2	50.0	55.6	30.4	41.8
Cc1[nH]c(C(=O)NCc2cccc(Cl)c2)c2c1C(=O)CCCC2	110.4	.	100.9	102.4	106.6	100.9	96.9	96.4
CC(C)C(=O)Nc1ccc(-c2nc(-c3cccc(OCCN4CCOCC4)c3)c(-c3ccnc(Br)c3)[nH]2)cc1	56.4	43.9	27.7	.	-26.0*	36.2	39.0	45.8
CCOC(=O)Nc1ccccn1	118.2&108.8	122.6&110.6	95.9&99.6	99.6&102.9	111.1&119.1	94.7&126.1	103.0&104.1	118.3&110.1
O=S(=O)(NCCCNc1nccc(-c2c(-c3ccc(O)cc3)nc3sccn23)n1)c1ccc(C(F)(F)F)cc1	71.0	29.4	43.5	15.6	72.7	50.2	56.5	34.1
O=C(Nc1ccc(-n2ccc3c(NC(=O)c4ccccc4)nccc32)cc1)Nc1ccc(Cl)c(Cl)c1	40.3	18.2	-72.4*	-58.9*	.	-42.4*	20.7	-97.9*
COc1cc(-c2nc(C(=O)NCC(=O)O)nn2-c2ccc(Cl)cc2)cc(OC)c1OC	105.5	104.1	84.9	107.7	106.0	119.9	99.5	98.3
CC(=O)/C(C=NC(=O)c1ccccc1)=C(/C)O	106.9	111.9	96.1	111.5	98.2	100.7	97.5	106.9
COc1ccc(/C=C2\N=C3SCC(=O)N3C2=O)cc1	106.8	106.4	95.5	103.9	104.1	.	98.6	102.2
O=C(OCCO)c1ccc(O)c(O)c1	91.9	101.7	104.4	84.4	112.9	108.3	102.3	97.4
CCOC(=O)C1=C(C)N2C(=NC3=C(CCCC/C3=C\c3ccc(OC)cc3)C2c2ccc(OC)cc2)S1 (centres undefined)	105.0	101.9	103.8	97.2	99.8	.	80.0	.
COc1ccc(-c2cn[nH]c2-c2cc(OC)c(OC)c(OC)c2)cc1N	5.2*!	62.5&49.7	28.5&35.2	-19.0*	40.0&39.5	62.1&47.8	86.7&73.0	-49.2*
O=C(O)CN1C(=O)C=CC1=O	114.4	122.5	102.0	105.7	106.6	98.2	101.3	101.4
CC(=O)Oc1ccc(CC(C(=O)O)c2ccccc2)cc1 (centres undefined)	103.4	103.5	100.7	93.2	112.3	110.5	101.6	99.7
CCCOC(=O)CC(CC(=O)OCCC)(OC(C)=O)C(=O)OCCC	.	110.6	99.1	125.3	100.9	.	107.9	116.2
COc1ccc(-c2cc(NC(=O)Nc3nccs3)no2)cc1	96.3	102.7	102.3	96.7	99.8	113.1	91.4	97.6
CCCCc1ccncc1	108.2	95.9	94.6	108.7	98.8	139.4	145.9	107.4
COC(=O)CC[C@@H]1O[C@@H](c2ccc(F)cc2)[C@@H](I)[C@H]1O	110.6	112.0	98.8	104.1	108.1	108.9	101.9	98.8
